Bioassay records (PubChem BioAssay)
CHT block: inhibits the human high affinity choline transporter | Q9GZV3 | CHT-expressing cells, membrane potential dye, choline response; stronger effect = lower value | B-score at 10 µM | 310,000 tested, 0.86% active | AID 488975;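 active means B-score over 3 SD under the library average, and starting fluorescence ratio not unusually high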;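 further: choline stimulus applied at its EC90 after an EC20 pre-addition; B-score computed on integrated fluorescence ratio after choline addition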
Target sequence (Q9GZV3 whole entry, looked up): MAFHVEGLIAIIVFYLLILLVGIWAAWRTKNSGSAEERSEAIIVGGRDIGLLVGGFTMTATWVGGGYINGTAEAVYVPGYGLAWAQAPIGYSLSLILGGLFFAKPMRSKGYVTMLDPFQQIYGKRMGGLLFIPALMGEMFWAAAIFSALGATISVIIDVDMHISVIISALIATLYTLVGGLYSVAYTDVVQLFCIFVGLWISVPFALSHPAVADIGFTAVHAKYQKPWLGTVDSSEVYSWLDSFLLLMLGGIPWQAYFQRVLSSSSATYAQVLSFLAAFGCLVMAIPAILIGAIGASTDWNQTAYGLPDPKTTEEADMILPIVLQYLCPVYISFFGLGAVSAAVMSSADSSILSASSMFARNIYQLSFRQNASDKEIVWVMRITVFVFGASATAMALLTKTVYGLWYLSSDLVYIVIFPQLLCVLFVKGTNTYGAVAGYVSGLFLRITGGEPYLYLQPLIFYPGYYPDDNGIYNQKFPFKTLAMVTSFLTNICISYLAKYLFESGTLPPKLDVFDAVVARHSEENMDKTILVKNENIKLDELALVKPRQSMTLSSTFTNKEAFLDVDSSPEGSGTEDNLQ
CHT allo act: human CHT allosteric activation. Q9GZV3. CHT-expressing cells, membrane potential dye, choline EC20; stronger effect = higher value; LV-AA mutant CHT in HEK293 cells. B-score at 10 µM. 310,000 tested, 0.49% active. AID 488977;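 active means initial fluorescence not abnormally high and integrated response B-score, plate-corrected, over 3 SD above library mean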
* hit, by the source's call; i = inactive.

Sample of the layout, six compounds:
| canonical_smiles | CHT block | CHT allo act |
| --- | --- | --- |
| CC(C)(C)C1CCC(=NNc2nc3ccccc3[nH]2)CC1 (centres undefined) | i | i |
| COc1ccc(CNc2oc(-c3ccccc3)nc2C#N)cc1 | i | i |
| COc1ccc(C(C(=O)NC2CCCC2)N(C(=O)c2ccco2)c2cc3c(cc2C(C)=O)OCO3)cc1 (centres undefined) | i | i |
| COc1cccc(CN2C(=O)N(C(C)C)C(N(O)C(=O)NC(C)C)C2(C)C)c1OC (centres undefined) | i | i |
| COc1ccc(S(=O)(=O)N2CCC(C(=O)Nc3cccc(Cl)c3)CC2)cc1OC | i | i |
| Cc1cnc(C(=O)N2CCCC(N3CCN(c4cccc(C(F)(F)F)c4)CC3)C2)cn1 (centres undefined) | i | i |

This part in full, previewed entries included:
| canonical_smiles | CHT block | CHT allo act |
| --- | --- | --- |
| CC(C)(C)C1CCC(=NNc2nc3ccccc3[nH]2)CC1 (centres undefined) | i | i |
| COc1ccc(CNc2oc(-c3ccccc3)nc2C#N)cc1 | i | i |
| COc1ccc(C(C(=O)NC2CCCC2)N(C(=O)c2ccco2)c2cc3c(cc2C(C)=O)OCO3)cc1 (centres undefined) | i | i |
| COc1cccc(CN2C(=O)N(C(C)C)C(N(O)C(=O)NC(C)C)C2(C)C)c1OC (centres undefined) | i | i |
| COc1ccc(S(=O)(=O)N2CCC(C(=O)Nc3cccc(Cl)c3)CC2)cc1OC | i | i |
| Cc1cnc(C(=O)N2CCCC(N3CCN(c4cccc(C(F)(F)F)c4)CC3)C2)cn1 (centres undefined) | i | i |
| CCc1ccccc1S(=O)(=O)Cc1ccc(C(=O)NCc2cccs2)o1 | i | i |
| Cc1ccccc1S(=O)(=O)NC1OC(=O)C(Cl)=C1Cl (centres undefined) | i | i |
| CCN(c1ccccc1)S(=O)(=O)c1cccc(C(=O)Nc2ccc(C)cn2)c1 | i | i |
| COc1ccc(S(=O)(=O)N2CCN(C(=O)c3cccs3)CC2)cc1OC | i | i |
| CCn1cc(C(=O)O)c(=O)c2cc(F)c(N3CCN(C(=S)NC(=O)c4cccc(F)c4)CC3)cc21 | i | i |
| CSc1ccccc1C(=O)Nc1cccc(C)c1 | i | i |
| CC(C)CC(=O)NC(=S)Nc1ccc(N2CCN(C(=O)c3cccs3)CC2)cc1 | i | i |
| COc1ccc(C(=O)O)cc1S(=O)(=O)Nc1ccccc1-c1ccccc1 | i | i |
| CC(C)c1ccc2[nH]c3c(c2c1)CCC/C3=N\NC(=O)c1ccncc1 | i | i |
| Cc1ccc(OCC(=O)N2CCN(S(=O)(=O)c3ccccc3[N+](=O)[O-])CC2)cc1 | i | i |
| CC(C)(C)c1ccc(C(=O)NNC(=S)NC(=O)c2cccnc2)cc1 | i | i |
| CC(=O)NC(C)(C)C1CC=C(C)/C(=N\O)C1 (centres undefined) | i | i |
| Cc1ccc(C(=O)NNC(=O)CCC(=O)Nc2cccc(Cl)c2C)cc1 | i | i |
| COc1ccc(NC(=O)c2oc3ccccc3c2NC(=O)c2ccco2)c(OC)c1 | i | i |
| CC(C)C(C(=O)Nc1ccccc1F)N1C(=O)c2ccccc2C1=O (centres undefined) | i | i |
| Cc1ccc(S(=O)(=O)N2CCC(=O)N(CCO)CC2)cc1 | i | i |
| CC1CCCCN1S(=O)(=O)c1ccc(C(=O)N(CCCN(C)C)c2nc3ccc(Br)cc3s2)cc1 (centres undefined) | i | i |
| Cc1ccc(Cn2ncc3c(NN)ncnc32)cc1 | i | i |
| O=C(CCNc1ccccc1)c1cccc([N+](=O)[O-])c1 | i | i |

One compound at a time, as listed above:
`Cc1ccccc1S(=O)(=O)NC1OC(=O)C(Cl)=C1Cl` (centres undefined) in the list: CHT block = i; CHT allo act = i
`CC(C)CC(=O)NC(=S)Nc1ccc(N2CCN(C(=O)c3cccs3)CC2)cc1` in the list: CHT block = i; CHT allo act = i

More records follow:
| canonical_smiles | CHT block | CHT allo act |
| --- | --- | --- |
| CCOC(=O)c1ccccc1NC(=O)Cn1cnc2c(oc3ccccc32)c1=O | i | i |
| CN(C(=O)CN1C(=O)CCSc2ccc(S(=O)(=O)N3CCCC3)cc21)c1ccccc1 | i | i |
| COc1ccc(NC(=O)CN2CCC3(O)CCCCC3C2c2cc(OC)ccc2OC)cc1 (centres undefined) | i | i |
| O=C(CSCc1ccc(F)cc1)N1CCOCC1 | i | i |
| CC(=O)NC1C(=O)N=C(SCC(=O)NC2CCCCC2)NC1=O (centres undefined) | i | i |
| O=C(NC1c2ccccc2-c2ccccc21)N1CCOCC1 | i | i |
| CCCOc1ccc(-c2nnn(CC(=O)N3CCCCC3)n2)cc1 | i | i |
| CN(C(=O)CN1C(=O)c2ccccc2S1(=O)=O)c1ccccc1C(=O)O | i | i |
| Cc1nnc2c(N3CCN(C(=O)c4ccco4)CC3)nc3ccccc3n12 | i | i |
| COc1cccc(CN2CCN(C(=O)CC(C)C)CC2)c1 | i | i |
| Cc1nc2nc(COc3ccccc3)[nH]n2c(=O)c1C | i | i |
| CC1CCCC(C)N1C(=O)CSc1nnc(-c2c[nH]c3ccccc23)o1 (centres undefined) | i | i |
| Cc1cc(=O)c(C(=O)O)nn1-c1ccccc1[N+](=O)[O-] | i | i |
| COc1ccc(-c2nc(CSCC(=O)N3CCN(C4CCCCC4)CC3)c(C)o2)cc1OC | i | i |
| CCN(CC)C(=S)Nc1ccc([N+](=O)[O-])cc1 | i | i |
| Cc1cc(C)c(S(=O)(=O)n2cc(C(C)C(N)C(=O)O)c3ccccc32)c(C)c1 (centres undefined) | i | i |
| COc1cccc(-c2cc3onc(-c4ccccc4)c3c(=O)n2C)c1 | i | i |
| CC(C)(C)C(=O)NC(=S)NCc1ccccc1 | i | i |
| O=C(Cc1ccc([N+](=O)[O-])cc1)N1N=C2CCCCC2C1(O)C(F)(F)F (centres undefined) | i | i |
| CCn1cc(C(=O)N(C)c2cc(C)ccc2OC)c2cc(OC)c(OC)cc2c1=O | i | i |
| O=C(CN1C(=O)NC2(CCCCC2)C1=O)N1CCN(S(=O)(=O)c2ccccc2)CC1 | i | i |
| Cn1nc2c(c1C(=O)N1CCCC(C(=O)c3cc(F)ccc3F)C1)CCCC2 (centres undefined) | i | i |
| O=C(C1CCCN(S(=O)(=O)c2ccc(F)cc2)C1)N1CCCC1 (centres undefined) | i | i |
| Cc1ccc(P(=O)(CC(=O)O)c2ccc(C)cc2)cc1 | i | i |
| CCOC(=O)c1cc(CC)sc1NC(=O)COC(=O)c1ccccn1 | i | i |

| canonical_smiles | CHT block | CHT allo act |
| --- | --- | --- |
| O=C(O)CCC(=O)N1CCN(c2cccc(Cl)c2)CC1 | i | i |
| CCOC(=O)c1c(CC(C)C)csc1NC(=O)CCl | i | i |
| Cc1ccc2[nH]c(=O)c(CN(Cc3cccnc3)Cc3nnnn3CCN3CCOCC3)cc2c1 | i | i |
| CCc1ccc(NC(=O)N2CCc3ccccc3C2)cc1 | i | i |
| CCC1=NN2C(=N)/C(=C/c3ccc(OS(=O)(=O)c4ccccc4)cc3)C(=O)N=C2S1 | i | i |
| CCOc1ccc(C2/C(=C(/O)c3ccc(S(=O)(=O)N4CCCCC4)cc3)C(=O)C(=O)N2CCCOC)cc1OC (centres undefined) | i | i |
| COC(=O)CSc1nnc(-c2cccnc2)n1-c1cccc(OC)c1 | i | i |
| COc1ccc(Cl)cc1NC(=O)c1ccoc1C | i | i |
| O=C(OCC(=O)N1CCN(c2ccccc2)CC1)c1ccccn1 | i | i |
| C=Cn1cc[n+](CC(=O)C(C)(C)C)c1 | i | i |
| COc1cccc(CNC(=O)C23CN(Cc4ccccc4)CC2C(c2ccc([N+](=O)[O-])cc2)=NO3)c1 (centres undefined) | i | i |
| O=C(c1ccc2ccccc2c1)N1CCN(c2ccccn2)CC1 | i | i |
| CCOC(=O)c1sc2nc(C)nc(NC3CCC(O)CC3)c2c1C (centres undefined) | i | i |
| CCOc1ccc(NC(=O)c2c(NC(=O)CN3CCN(C)CC3)sc3c2CCC3)cc1 | i | i |
| Cc1ccc(CN2CCN(Cc3c[nH]c4ccccc34)CC2CCO)o1 (centres undefined) | i | i |
| N#CCCNC(=O)Cn1c(COc2ccc(Cl)cc2)nc2ccccc21 | i | i |
| O=C(OCC(=O)N1CCc2ccccc21)c1cccnc1 | i | i |
| O=C(N/N=C/c1ccco1)c1cc(-c2ccccc2)n[nH]1 | i | i |
| CCCCOc1ccc(CN2CCSCC2)cc1 | i | i |
| CCCOc1ccc(-c2c(=O)n(OCC(=O)OCC)c3ccccc3[n+]2[O-])cc1 | i | i |
| COc1cccc(C2(O)CCN(CC(=O)NCC3CC3)CC2)c1 | i | i |
| CCCCOc1ccc(-c2n[nH]c(=S)n2Cc2ccccc2)cc1 | i | i |
| COC(=O)c1cccc(-n2cnnn2)c1 | i | i |
| COc1ccc(-c2csc(NC(=O)c3cc(=O)c4ccccc4o3)n2)cc1OC | i | i |
| CSc1nc(C)nc(N/C=C(\C#N)S(=O)(=O)c2ccccc2Cl)n1 | i | i |

| canonical_smiles | CHT block | CHT allo act |
| --- | --- | --- |
| CCN(Cc1cc2ccccc2[nH]c1=O)C(=O)c1cccc([N+](=O)[O-])c1 | i | i |
| COC(=O)C1=C(C)N(c2ccc(S(N)(=O)=O)cc2)C(=O)C1 | i | i |
| CCCCC(=O)OCC(=O)c1[nH]c(C)c(C(C)=O)c1C | i | i |
| O=C(CSc1cccc2cccc(Cl)c12)NCc1cccs1 | i | i |
| CCSc1nnc(NC(=O)[C@H](C)N2C(=O)C3CC=CCC3C2=O)s1 (some centres undefined) | i | i |
| CCN(c1ccccc1)S(=O)(=O)c1ccc(Cl)c(C(=O)OCC(=O)c2[nH]c(C)c(C(C)=O)c2C)c1 | i | i |
| CC1(C)CC(=O)C2=C(C1)Nc1ncnn1C2c1ccccn1 (centres undefined) | i | i |
| O=C(Cc1ccccc1[N+](=O)[O-])NCc1ccc2c(c1)OCO2 | i | i |
| COCc1ccc(C(=O)N2CCCC(CCC(=O)NCc3ccccc3F)C2)o1 (centres undefined) | i | i |
| CN1CCN(NC(=O)c2cccc(F)c2)CC1 | i | i |
| O=C1C2C3C=CC(CC3)C2C(=O)N1/N=C/c1c[nH]c2ccccc12 (centres undefined) | i | i |
| CCCN1CCN(CCCNC(=O)c2ccc3nc(N4CCCCC4)sc3c2)CC1 | i | i |
| CN(C)/C=C/C1=C([N+](=O)[O-])C(c2cccc([N+](=O)[O-])c2)NC(=O)N1 (centres undefined) | i | i |
| C=CCc1ccc(OCC(O)CN2CCC(Cc3ccccc3)CC2)c(OC)c1 (centres undefined) | -7.2* | i |
| NC(=O)NOCc1c(F)cccc1Cl | i | i |
| COc1ccc(C(CNC(=O)c2ccc(OCC3CCCO3)cc2)N2CCOCC2)cc1 (centres undefined) | i | i |
| Cc1ccn2c(c1)nc(=O)c1cc(S(=O)(=O)N3CCCCC3)ccc12 | i | i |
| O=C(CN(C1CCCCC1)S(=O)(=O)c1ccccc1)N1CCCC1 | i | i |
| O=C(NCC(=O)N1CCN(c2cccc(Cl)c2)CC1)c1ccc(Br)o1 | i | i |
| COC(=O)c1ccccc1NC(=O)c1cc2ccccc2o1 | i | i |
| COc1cccc(NC(=O)N2CCC(NC(=O)C3CCCCC3)CC2)c1 | i | i |
| Cc1cc(=O)[nH]c(Nc2ccc(C(=O)OC(C)C)cc2)n1 | i | i |
| O=C(/C=C/c1cn(-c2ccccc2)nc1-c1cccnc1)NCCN1CCOCC1 | i | i |
| CCOC(=O)c1ccccc1NC(=O)CN1C(=O)NC(C)(CCc2ccccc2)C1=O (centres undefined) | i | i |
| CN(C)S(=O)(=O)c1ccc(Cl)c(NC(=O)COC(=O)[C@@H]2CCCN2C(=O)c2cccs2)c1 | i | i |

| canonical_smiles | CHT block | CHT allo act |
| --- | --- | --- |
| CCCOC(=O)/C(C)=N\NC(=O)c1ccco1 | i | i |
| CCCc1c(C)c2ccc(OCC(C)=O)cc2oc1=O | i | i |
| Cc1ccc(S(=O)(=O)Nc2ccccc2C=Nc2cccc(C)c2C)cc1 | i | i |
| COC(CNC(=O)c1cc(C(=O)c2c(-c3c(Cl)cccc3Cl)noc2C)c[nH]1)OC | i | i |
| COC(=O)c1ccccc1NC(=O)CN(Cc1ccccc1)S(C)(=O)=O | i | i |
| CCn1c(=N)n(CC(=O)c2ccc(OC)c(OC)c2)c2ccccc21 | i | i |
| O=C(/C=C/c1cccs1)N1CCC2(CC1)Oc1ccc(Cl)cc1C(=O)C21CC(c2ccccc2)=NO1 (centres undefined) | i | i |
| COc1ccc(-c2nc(SCC(=O)Nc3nccs3)c(-c3ccc(Cl)cc3)[nH]2)cc1 | i | i |
| O=C(NNC(=O)c1c(O)c2ccccc2[nH]c1=O)c1ccccc1 | i | i |
| COc1ccc(C(C(=O)NCc2ccc(F)cc2)N(C(=O)c2csnn2)C2CC2)cc1 (centres undefined) | i | i |
| Cc1csc(N2CCCC2c2nc3cc(C(F)(F)F)ccc3n2CCOCCO)n1 (centres undefined) | i | i |
| CCN(CC)CC(C(=O)N(CC)CC)P(=O)(c1ccccc1)c1ccccc1 (centres undefined) | i | i |
| CC(C)Cn1c(O)c2ccc(C(=O)N=NC(=O)c3cccnc3)cc2c1O | i | i |
| CCOC(=O)Nc1ccc2c(c1)N(CCCN(C)C)c1ccccc1CC2 | i | i |
| CCOc1ccc(-n2c(-c3ccc(OC)cc3)c[n+]3c2CCCCC3)cc1 | i | 6.4* |
| CC1Cn2c(nc(=O)c3c2NCN(CCc2ccccc2)C3)S1 (centres undefined) | i | i |
| O=C1CCN(c2ccc([N+](=O)[O-])cc2F)CC1 | i | i |
| Cc1cccc(C)c1NC(=O)CN(C)C(=O)c1ccccc1C(=O)N(C)Cc1ccccc1 | i | i |
| COc1ccc(CN2[C@@H](CC(C)=O)c3ccc(/C=C/C(C)=O)cc3S2(=O)=O)cc1 | i | i |
| O=[N+]([O-])c1cc(/C=N/O)ccc1N1CCCC1 | i | i |
| CC(=O)NC(Cc1ccc(F)cc1)C(=O)O (centres undefined) | i | i |
| O=C(NCC(=O)N(c1cnc2ccccc2c1)C(C(=O)NC1CCCC1)c1ccncc1)c1ccco1 (centres undefined) | i | i |
| Cc1cc(C)n2nc(C(=O)NNC(=O)c3ccccc3)nc2n1 | i | i |
| CCN1CCN(CC(=O)Nc2ccc3c(c2)OCCO3)C(=O)C1=O | i | i |
